GSTO1 counter: blocks human GSTO1 in RBBP9 counter-screen; P78417; recombinant GSTO1, activity-based probe fluorescence polarization; inhibition, % at 5.96 µM; 1.1% of 300,000 active; AID 1974;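 active = inhibition above the campaign mean inhibition plus 3 SD, cut at about 35% in these data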;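 also: 0% = GSTO1-1 with DMSO and 100% = wells lacking GSTO1-1 enzyme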
Target sequence (P78417 whole entry, looked up): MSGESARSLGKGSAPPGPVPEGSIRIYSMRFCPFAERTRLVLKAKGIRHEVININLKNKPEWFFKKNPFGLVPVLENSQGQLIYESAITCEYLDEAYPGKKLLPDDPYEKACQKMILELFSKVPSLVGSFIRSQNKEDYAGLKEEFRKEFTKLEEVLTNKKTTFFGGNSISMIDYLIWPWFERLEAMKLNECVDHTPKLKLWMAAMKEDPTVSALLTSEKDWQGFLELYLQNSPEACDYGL
MEX-5 binding: C. elegans MEX-5 TCR-2 RNA binding activity; activity score (negative = inhibition of binding), % at 10 µM; Q9XUB2; MEX-5/FITC-TCR2 RNA binding, fluorescence polarization; active compounds read low; AID 1832; 0.38% of 300,000 active;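 active = inhibition past about -25% in most replicates, and total fluorescence under double the plate's negative control median, limit read from the data; inconclusive = replicates evenly split on the limit, or fluorescence at least double controls; inactive = too little inhibition in most replicates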;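 also: 0% = DMSO and -100% = 5 µM competing unlabeled TCR2 RNA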
Target sequence (Q9XUB2 whole entry, looked up): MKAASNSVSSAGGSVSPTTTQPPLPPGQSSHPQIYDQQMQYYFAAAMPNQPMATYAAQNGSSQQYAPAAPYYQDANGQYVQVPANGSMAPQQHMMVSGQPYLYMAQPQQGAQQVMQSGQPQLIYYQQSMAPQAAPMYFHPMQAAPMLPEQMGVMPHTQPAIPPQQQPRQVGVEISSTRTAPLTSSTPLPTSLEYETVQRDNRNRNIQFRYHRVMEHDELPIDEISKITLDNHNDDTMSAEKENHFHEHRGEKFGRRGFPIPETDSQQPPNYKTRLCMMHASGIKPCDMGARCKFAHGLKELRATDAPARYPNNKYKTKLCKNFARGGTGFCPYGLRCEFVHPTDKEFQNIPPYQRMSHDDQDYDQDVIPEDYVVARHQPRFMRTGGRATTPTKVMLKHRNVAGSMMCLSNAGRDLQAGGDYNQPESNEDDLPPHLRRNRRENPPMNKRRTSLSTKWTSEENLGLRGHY
MCL1-BIM inh: inhibitors of human MCL1 binding to BIM-BH3 peptide; Q07820; GST-MCL1 / FITC-Bim-BH3 fluorescence polarization; inhibition, % at 10.9 µM; 0.68% of 320,000 active; AID 2057;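 active = inhibition above the mean inhibition of all tested compounds plus 3 SD, set per campaign, cut at about 40% in these data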;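 also: 0% = DMSO wells and 100% = unlabeled Bim-BH3 peptide control; higher means more loss of mP so more displacement of Bim peptide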
GLD-1 TGE inh: GLD-1-TGE RNA interaction inhibition (C. elegans); inhibition, % at 5.96 µM; purified GLD-1 + fluorescein TGE RNA, fluorescence polarization; Q17339; 0.44% of 320,000 active;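 active = percent inhibition above a per-plate cutoff, the plate mean of test compounds plus 3 SD, cut at about 30% in these data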;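 also: 0% = DMSO wells with GLD-1 and probe and 100% = wells lacking GLD-1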
Fam108B counter: blocks mouse Fam108B hydrolase in RBBP9 counter-screen; recombinant Fam108B, FP-Rh probe fluorescence polarization; inhibition, % at 9.51 µM; 0.33% of 300,000 active;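 active = inhibition above the screen mean inhibition plus 3 SD, computed separately per campaign, cut at about 18% in these data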;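 also: inhibitors lower polarization as less probe binds the enzyme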
TPT1 inhibitor: C. albicans TPT1 enzyme inhibition; recombinant caTPT1, FP RNA substrate dephosphorylation; inhibition, % at 5 µM; 0.81% of 300,000 active; AID 1962;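 active = inhibition above the mean of all tested compounds plus 3 SD, set per screening campaign, cut at about 24% in these data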;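 also: plate controls were DMSO alone for no effect and ferristatin control at 100 nM for full effect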
PME-1 inh: blocks human protein phosphatase methylesterase 1 | recombinant PME-1, FP-Rh probe fluorescence polarization | 0.53% of 320,000 active | AID 2130 | Q9Y570 | inhibition, % at 5.9 µM;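 active = inhibition above the campaign mean of all compounds plus 3 SD, cut at about 26% in these data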;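 also: competitive labeling of PME-1 active site by serine hydrolase directed probe; 0% = PME-1 with DMSO and 100% = wells lacking PME-1 enzyme; inhibitors block probe labeling so polarization falls and inhibition rises; many of its hits are not listed in these tables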
Bcl-xL primary: blocks human Bcl-xL binding to Bim BH3 peptide; Q07817; GST-Bcl-xL / FITC-Bim BH3 peptide fluorescence polarization; inhibition, % at 10.9 µM; 0.7% of 320,000 active; AID 2129;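 active = inhibition above the mean of all tested compounds plus 3 SD, cutoff set per campaign, cut at about 30% in these data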;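 also: 0% = DMSO wells and 100% = unlabeled Bim-BH3 peptide competitor; inhibitors lower millipolarization by displacing the labeled peptide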
Target sequence (Q07817 whole entry, looked up): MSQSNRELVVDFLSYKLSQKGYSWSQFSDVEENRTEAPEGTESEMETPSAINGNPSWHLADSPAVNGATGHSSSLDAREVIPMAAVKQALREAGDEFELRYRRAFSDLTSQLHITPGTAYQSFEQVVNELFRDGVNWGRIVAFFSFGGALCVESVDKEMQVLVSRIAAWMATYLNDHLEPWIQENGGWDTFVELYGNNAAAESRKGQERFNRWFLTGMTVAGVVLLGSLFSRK
PAD4 inh: blocks human protein arginine deiminase 4; Q9UM07; recombinant PAD4, RCA probe fluorescence polarization; inhibition, % at 6.36 µM; 0.41% of 330,000 active;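 active = percent inhibition above a cutoff equal to the mean of all tested compounds plus 3 SD, cut at about 15% in these data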;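 also: 0% = PAD4 with RCA probe and DMSO and 100% = probe without PAD4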
Active calls of the source: *; ? = inconclusive; . = no result given. Only part of the results is shown, so the mix of outcomes need not match the whole.

Every second line gives: GSTO1 counter | MEX-5 binding | MCL1-BIM inh | GLD-1 TGE inh | Fam108B counter | TPT1 inhibitor | PME-1 inh | Bcl-xL primary | PAD4 inh
> CCN(CC)CCCNC(=O)c1cc(Nc2ccc(OC)cc2OC)nc2ccccc12
  -2 | -2.5 | 9 | 4 | 3 | -1 | 5 | 5 | 3
> CC(C)[C@H](NC(=O)N1CCn2c1nc1ccccc12)C(=O)NC1CC1
  2 | -0.2 | 3 | -3 | 4 | -2 | -6 | 3 | 0
> Cc1cccc(-c2nc3c(c(SCC(=O)N4CCCC4)n2)COC(C)(C)C3)c1
  -3 | -2.7 | 1 | -1 | 0 | -4 | 1 | 2 | 4
> O=C1CC(NS(=O)(=O)c2ccc3ccccc3c2)CN1c1ccccc1 (stereo not drawn)
  2 | 1.7 | -3 | 3 | -1 | -2 | 9 | -2 | 1
> Cc1cc(C)cc(NC(=O)c2cccc(NC(=O)c3ccco3)c2)c1
  -5 | -4.3 | -2 | 3 | -7 | 1 | 0 | 2 | -3
> CC1(C(=O)NC2CCCCCCC2)CC1(Cl)Cl (stereo not drawn)
  -3 | -0.6 | -1 | -1 | 2 | -1 | 2 | 1 | 2
> CCN=C1SC(C(=O)Nc2ccc(OCC)cc2)CC(=O)N1CC (stereo not drawn)
  3 | 0.8 | 2 | -6 | -1 | 0 | -6 | -2 | -5
> CC(C)c1cccc(C(C)C)c1NC(=O)CNCc1ccccc1F
  5 | -4.1 | 5 | -9 | 2 | 2 | 10 | 0 | -3
> CCN(CC)C(=O)c1cc2c(=O)n3ccccc3nc2s1
  -1 | 1.2 | -4 | 4 | 2 | -1 | -10 | -4 | 2
> CC1(C(=O)O)CCC(C(=O)Nc2ccccc2)C1(C)C (stereo not drawn)
  6 | 1.7 | -2 | 5 | -2 | -2 | -1 | 6 | 0
> Cc1cc2nc(SCCOC(=O)Nc3ccccc3)nc(C)c2cc1C
  -1 | 0.5 | 8 | 5 | -9 | 2 | -6 | 6 | -3
> CN(C)/C=N/c1nc2nccc(-c3cccs3)n2n1
  0 | -1.2 | 3 | -3 | 2 | -5 | -2 | 9 | -5
> CCn1c(SCC(=O)Nc2ccc(N(C)C)cc2)nnc1C1CC1
  8 | -3.0 | 4 | 2 | 5 | -4 | 1 | 0 | 4
> CC(=O)c1ccc(S(=O)(=O)NCCC(=O)NC(C)c2ccncc2)cc1 (stereo not drawn)
  . | . | 10 | 0 | . | . | -1 | 8 | -1
> Cc1c(C(=O)NC2CCCCC2C)oc2ccccc12 (stereo not drawn)
  -4 | 0.7 | -3 | -2 | -3 | 3 | 1 | 1 | 3
> O=C(Cn1nc(-c2ccccc2)ccc1=O)Nc1ccc(NC(=O)c2ccccn2)cc1
  -9 | -1.1 | -3 | 8 | -22 | 4 | -6 | -3 | -9
> CCCCCCn1c(=O)c(Cc2ccccc2)c(O)c2ccccc21
  -12 | -1.5 | 4 | -3 | 0 | -1 | 2 | 4 | -1
> CCOC(=O)N1CCN(C2CC(=O)N(c3ccc(C)cc3)C2=O)CC1 (stereo not drawn)
  7 | -1.9 | 6 | 3 | 2 | 0 | -5 | 7 | -3
> COc1ccc(C(=O)n2c(C)c(CCO)c(=O)n2C)cc1
  4 | 0.5 | 9 | 5 | -1 | 3 | 1 | 7 | -4
> CCN(CC(=O)Nc1ccccc1C(F)(F)F)C(=O)CN1C(=O)NC(C)(c2ccccc2)C1=O (stereo not drawn)
  -1 | -1.6 | -5 | 3 | -2 | 0 | -1 | -4 | 1
> Nc1nc(SCC(=O)NCc2ccccc2)n[nH]1
  2 | 1.6 | 4 | 4 | 4 | 5 | -4 | 0 | -6
> CC(C)(C)CC(C)(C)NC(=O)c1ccccc1
  -3 | 0.0 | -6 | 0 | 4 | 0 | -3 | 3 | -4
> Cc1ccc(S(=O)(=O)N2CCN(C(=O)c3cccc(F)c3)CC2)cc1
  9 | -0.3 | 1 | 6 | 0 | -3 | 1 | 2 | 2
> COc1cccc(/C=N/NC(=O)CSc2ccccc2C)c1OC
  -4 | -1.3 | -4 | 3 | 2 | -5 | -4 | 1 | -5
> COc1ccc(NC(=O)COc2cccc(C(F)(F)F)c2)cn1
  7 | 1.7 | 70* | 61* | 0 | -14 | -3 | 71* | -3
> O=S(=O)(NCCN1CCOCC1)c1cccs1
  9 | 0.9 | -2 | 1 | 4 | 1 | 5 | 4 | -1
> NC(=O)[C@@H]1CC2(CC(c3cccc(NC(=O)[C@H]4CCC(=O)N4)c3)=NO2)CN1C(=O)c1ccc(Cl)cc1 (stereo partly drawn)
  -1 | -3.9 | -2 | -7 | -1 | 2 | 0 | -1 | -3
> O=C(N1CCOCC1)N1CCN(c2ccc(F)cc2)CC1
  3 | -1.7 | 0 | -8 | 1 | -1 | 3 | 4 | -5
> Cn1nnnc1SCC(=O)N1c2ccccc2Sc2ccc(Cl)cc21
  -9 | . | 0 | 8 | -2 | -5 | 1 | 2 | 2
> COc1ccc(OC)c(N=C(N)N=C(N)N)c1
  6 | -0.1 | -6 | -6 | -3 | 2 | -1 | 1 | -4
> CC(C)Cc1ccc(CN2CCCC(NC(=O)CCn3cnnn3)C2)cc1 (stereo not drawn)
  4 | 3.9 | 4 | 4 | 2 | -2 | 0 | 2 | 0
> COc1ccc(/C=N/Nc2nc3ccccc3o2)cc1OC
  4 | 0.5 | -6 | 1 | -2 | 3 | 23 | -7 | 0
> CC(NCC(=O)NCCc1ccc(S(N)(=O)=O)cc1)c1ccc(F)cc1 (stereo not drawn)
  -3 | -0.2 | 2 | -3 | -6 | 4 | 5 | 0 | 1
> O=C1C2C3C=CC(C3)C2C(=O)N1c1cccc2cccnc12 (stereo not drawn)
  -1 | . | 20 | 3 | -6 | 0 | 0 | 11 | 1
> COc1ccc(C(=O)Nc2ccc(C)c(S(=O)(=O)N3CCCCCC3)c2)cc1
  -21 | 1.3 | -15 | 3 | -16 | -3 | -12 | -10 | -3
> CNS(=O)(=O)c1cccc(C(=O)NCC(c2cccs2)N2CCOCC2)c1 (stereo not drawn)
  -2 | 0.3 | 2 | 4 | -1 | -3 | -2 | 3 | 4
> CCC(=O)Nc1cc(C(=O)OCC(=O)c2ccc(Cl)cc2Cl)ccc1C
  -6 | 1.0 | 1 | 6 | -2 | -1 | 2 | 4 | -1
> COc1cccc(NC(=O)CN2CCc3ccccc3C2)c1
  8 | 4.9 | 4 | 1 | 1 | 0 | -4 | 5 | -4
> C=CCN1c2ccccc2[C@]23C[C@@H](C(=O)OC)N(C(=O)C4CCC4)C2=NC(C(=O)OC)=C(C(=O)OC)[C@H]13
  2 | -0.8 | 5 | -2 | 6 | 0 | 13 | 3 | 0
> CC1CCN(C(=O)CSc2nnc(-c3ccccc3F)o2)CC1
  9 | 0.0 | 6 | 6 | 7 | -2 | -2 | 4 | -2
> Cc1noc(NS(=O)(=O)c2ccc(N/C=C/C(=O)c3ccccc3)cc2)c1C
  6 | 3.1 | 3 | -7 | 2 | -1 | 2 | 4 | 0
> CC1CCc2c(sc(NC(=O)C(=O)NCc3ccco3)c2C#N)C1 (stereo not drawn)
  -22 | -2.5 | -27 | -1 | -4 | -1 | -1 | -11 | -6
> O=c1[nH]c(SCc2ccc(Cl)cc2)nc2ccccc12
  -6 | 0.7 | 3 | -2 | -2 | -2 | -3 | 3 | 0
> O=C(CCC(=O)N(CC(=O)NC1CCCCC1)Cc1cccs1)Nc1nccs1
  0 | -0.9 | 4 | 1 | -1 | -2 | 5 | 5 | 4
> C/C(=C1/SC(N2CCOCC2)=NC1=O)c1ccc(Cl)cc1
  3 | 1.0 | 2 | 1 | 1 | 0 | -5 | 5 | -3
> CC1CCCN(C(=O)C2CCN(c3ncnc4c3nc3n4CCCCC3)CC2)C1 (stereo not drawn)
  -1 | -2.1 | -2 | -7 | -2 | 1 | -7 | 5 | -6
> CN(C)Cc1c(O)ccc2c(=O)c(-c3ccccc3Cl)coc12
  4 | 0.1 | 9 | 9 | -6 | -1 | -1 | 5 | 2
> CS(=O)(=O)N(CC(=O)Nc1cccc([N+](=O)[O-])c1)c1ccccc1
  7 | -0.5 | 4 | -2 | 0 | 0 | 3 | 6 | -3
> Cc1nn(-c2ccccc2)c(C)c1C(=O)OCC(=O)Nc1ccccc1F
  . | . | -4 | -1 | . | . | -3 | 5 | -4
> N=c1c(C(=O)NCc2ccc(F)cc2)cc2c(=O)n3ccccc3nc2n1Cc1cccnc1
  -3 | ? | 39 | 3 | -2 | 11 | 0 | 41* | -6
> Cc1ccc(C(=O)OCC(=O)c2c(N)n(C)c(=O)n(C)c2=O)cc1S(=O)(=O)N1CCOCC1
  . | . | -10 | 7 | . | . | 1 | 0 | -2
> Cc1cc(C)n(-c2nnc(C)n2/N=C/c2ccc(O)cc2)n1
  10 | -0.6 | 4 | 4 | -3 | -4 | -1 | 2 | -3
> O=C(NC1CCCC1)C(c1ccccc1)N(C(=O)c1csnn1)c1ccccc1F (stereo not drawn)
  6 | 3.0 | 2 | 2 | 0 | -1 | -3 | -1 | -9
> CCOc1ccc(N(CC)S(=O)(=O)c2ccc3c(c2)n(C)c(=O)c(=O)n3C)cc1
  1 | -1.9 | 6 | -2 | 0 | -2 | -2 | 5 | 1
> C#CCn1c(-c2cccs2)nc2ccccc21
  3 | 0.4 | -4 | -4 | -3 | 3 | -3 | -1 | -2
> COc1ccc(C2=CC(=O)C[C@H](c3ccc(OC)cc3)C2)cc1
  . | . | 6 | -2 | . | . | 5 | 5 | 1
> CCCCC(=O)Oc1c(S(=O)(=O)c2ccc(C)cc2)c(C)nn1C(C)(C)C
  4 | -1.5 | -6 | 3 | 2 | -2 | 5 | 0 | 0
> O=C(CCCCCNC(=O)c1ccccc1)N/N=C/c1ccco1
  3 | 0.4 | 8 | -2 | 2 | -1 | -1 | 7 | 0
> O=C(CN1CCN(C(c2ccccc2)c2ccccc2)CC1)N1CCN(c2ccccc2)CC1
  8 | 0.5 | 3 | -2 | 3 | 0 | 8 | -2 | -1
> CCOc1ccccc1NC(=O)CSc1nc2ccccc2nc1N1CCCC1
  -3 | -1.8 | 1 | 1 | 1 | 2 | 2 | 1 | -6

(cont.)
Every second line gives: GSTO1 counter | MEX-5 binding | MCL1-BIM inh | GLD-1 TGE inh | Fam108B counter | TPT1 inhibitor | PME-1 inh | Bcl-xL primary | PAD4 inh
> COc1ccc(CN(CC2CCCO2)C(=O)CN2C(=O)COc3ccccc32)cc1OC (stereo not drawn)
  7 | -4.4 | 1 | -6 | 1 | -1 | -9 | 2 | -8
> CCC(C)c1ccc(C2C3=C(Nc4nc(N)[nH]c(=O)c42)c2ccccc2C3=O)cc1 (stereo not drawn)
  -1 | 0.8 | -2 | 0 | 2 | -1 | 1 | -1 | -8
> N/C(=N\OC(=O)CCn1cccc(C(F)(F)F)c1=O)c1ccc(Cl)cc1
  0 | 0.1 | 4 | 3 | -2 | 0 | -4 | 2 | -4
> O=C1CCC(C(=O)OCc2nnc(-c3ccc(Cl)cc3)o2)=NN1
  -1 | 1.0 | 3 | -2 | -1 | -3 | -3 | 4 | 0
> O=C(CCNC(=O)C1CCN(S(=O)(=O)c2ccc(F)cc2)CC1)NC1CC1
  10 | 1.2 | 7 | -3 | 5 | -8 | 5 | 9 | 2
> CSc1cc(-c2ccc(Cl)cc2)c(C(=O)NN)s1
  -3 | 1.2 | -1 | 6 | 2 | 4 | -4 | -1 | -2

High-throughput results as filed in PubChem BioAssay.
